N370S GC mod: N370S glucocerebrosidase modulation, Gaucher chaperone candidate; P04062; N370S GC spleen homogenate, 4MU-glucoside fluorescence; Potency, µM (series often up to 59.4 µM), for inactives: top-dose activity change, negative = inhibition, most hits filed as inhibitors; 330,000 compounds, 0.092% hits; AID 2101;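 note: 0% = full enzyme activity and -100% = no enzyme basal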
TDP1 inh: TDP1 (human) enzyme inhibition | Q9NUW8 | Potency, µM (top dose mostly 130 µM), without a hit: top-dose activity change, negative = inhibition, hits mostly inhibitors | 350,000 compounds, 0.28% hits | recombinant TDP1, AlphaScreen DNA substrate cleavage; note: nearly all actives have a fitted effect of over 40% in size
Target sequence (Q9NUW8 whole entry, looked up): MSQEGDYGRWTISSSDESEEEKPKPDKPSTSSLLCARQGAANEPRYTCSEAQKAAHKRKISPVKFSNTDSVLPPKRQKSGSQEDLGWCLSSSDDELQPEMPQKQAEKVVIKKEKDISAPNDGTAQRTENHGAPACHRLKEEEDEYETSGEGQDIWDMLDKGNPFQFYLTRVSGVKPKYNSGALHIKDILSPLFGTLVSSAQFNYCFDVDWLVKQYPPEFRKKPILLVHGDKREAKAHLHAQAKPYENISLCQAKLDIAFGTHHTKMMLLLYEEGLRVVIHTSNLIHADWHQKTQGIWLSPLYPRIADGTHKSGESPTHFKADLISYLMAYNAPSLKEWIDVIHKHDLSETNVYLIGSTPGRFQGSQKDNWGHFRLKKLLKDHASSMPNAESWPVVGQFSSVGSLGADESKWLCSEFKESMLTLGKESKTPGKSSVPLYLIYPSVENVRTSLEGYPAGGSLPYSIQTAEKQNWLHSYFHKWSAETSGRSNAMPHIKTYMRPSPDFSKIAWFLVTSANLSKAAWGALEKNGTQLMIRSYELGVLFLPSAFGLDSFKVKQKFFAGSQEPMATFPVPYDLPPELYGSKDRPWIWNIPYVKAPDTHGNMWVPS
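Recombinant E. coli-expressed Tdp1 (1 nM) preincubated with compound 15 min at RT, then 5'-biotin/3'-phosphotyrosine-FITC DNA substrate (15 nM) added for 5 min. AlphaScreen beads (10 ug/ml) added, 10 min RT; tyrosine-FITC cleavage read as signal loss.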
DT40 TDP1 no CPT: qHTS for Inhibitors of human tyrosyl-DNA phosphodiesterase 1 (TDP1): qHTS in cells in absence of CPT. 420,000 compounds, 15% hits. DT40 Tdp1-/- hTDP1 cells, no CPT, ATP luminescence, 48 h. Potency, µM (doses to about 46.2 µM), inactives show at the highest dose activity change, negative = growth inhibition, hits mostly inhibitors; note: nearly all actives have a fitted effect of over 55% in size
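Seeded 400 DT40-hTDP1 cells/well (vehicle DMSO, no 20 nM CPT); pinned compounds; ≥48 hr at 37 °C; CellTiter-Glo luminescence as viability measure.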
An asterisk follows results filed as active; ? = inconclusive; . = no result given; [ ] = remark or other dose. Calls come from the whole dose curve; as a rule, active = well fitted curve in the direction sought with a large enough effect; inconclusive = small, poorly fitted or top-dose-only effect, or another doubt; inactive = no such curve, though single readings can be large; an effect the other way counts as inactive or inconclusive. Unless noted, % is set by controls: 0 for no effect and ±100 for the full control effect; potency is the fitted concentration of half-maximal effect. Only part of the results is shown; rates above refer to the full screens.

Start of the listing, in advance:
SMILES | N370S GC mod | TDP1 inh | DT40 TDP1 no CPT
Cc1ccc([N+](=O)[O-])cc1N(CC(=O)Nc1ccc(S(=O)(=O)Nc2cccc(C(F)(F)F)c2)cc1)S(C)(=O)=O | 2% | . | 18µM*
Cc1ccc(-n2c(-c3ccncc3)nnc2-c2ccco2)cc1 | 2% | 1% | -28%
COc1nc(-c2ccc(C)cc2)ccc1-c1noc(-c2ccc(C(C)(C)C)cc2)n1 | . | 0% | ?
N#Cc1c(-c2ccccc2)nc(SCc2ccc(Cl)cc2)[nH]c1=O | -4% | . | -26%

The list itself, from the start:
SMILES | N370S GC mod | TDP1 inh | DT40 TDP1 no CPT
Cc1ccc([N+](=O)[O-])cc1N(CC(=O)Nc1ccc(S(=O)(=O)Nc2cccc(C(F)(F)F)c2)cc1)S(C)(=O)=O | 2% | . | 18µM*
Cc1ccc(-n2c(-c3ccncc3)nnc2-c2ccco2)cc1 | 2% | 1% | -28%
COc1nc(-c2ccc(C)cc2)ccc1-c1noc(-c2ccc(C(C)(C)C)cc2)n1 | . | 0% | ?
N#Cc1c(-c2ccccc2)nc(SCc2ccc(Cl)cc2)[nH]c1=O | -4% | . | -26%
CC(=O)Nc1nonc1-c1nnc(SCc2ccccc2F)n1C | . | -2% | -29%
CCOC(=O)N1CCN(C(=O)CSC2=NS(=O)(=O)c3cc(F)ccc3N2)CC1 | -21% | 0% | 5%
O=C(Nc1cc(Cl)ccc1-n1cncn1)c1ccc(F)c(S(=O)(=O)N2CCOCC2)c1 | -2% | -4%[0.505 µM] | -22%
CCc1nc(N2CCOCC2)c(C#N)c2c1COC(C)(C)C2 | 8% | 1% | ?
Cn1c(=O)cc(N2CCc3ccccc32)[nH]c1=O | -15% | 0% | -8%
Cc1cccc(OCC(=O)Nc2ccc3oc(=O)ccc3c2)c1C | -5% | -10% | -18%
Cc1ccnc(N2C(=O)c3ccccc3C2Nc2cccc(C)c2C)c1 (stereo not drawn) | 7% | 5% | -34%
CC(=O)Nc1cccc(NC(=O)CCn2cnc3cc(C)c(C)cc32)c1 | 20% | 3% | -13%
Cc1ccc(-n2nc3c(=O)n(C(C)C(=O)O)nc(C)c3c2C)cc1 (stereo not drawn) | . | 3% | -9%
Cc1ccc(CSc2nc3ccncc3n2CC(=O)Nc2cc(C)cc(C)c2)cc1 | -1% | 5% | ?
CCOc1ccccc1NC(=O)COc1ccc(S(=O)(=O)NC2CCCCC2)cc1 | . | 1% | ?
C=CCOC(=O)C1=C(C)Nc2nnnn2C1c1cc(OC)ccc1OC (stereo not drawn) | -10% | 3% | ?
Cc1ccc(S(=O)(=O)NNC(=S)NC(C)(C)C)cc1 | -17% | 7% | -11%
COC(=O)c1ccc2c(=O)n(CCCCCC(=O)N3CCN(c4ccc(OC)cc4)CC3)c(=O)[nH]c2c1 | . | 0% | ?
Cc1nnc(NC(=O)C(C)Sc2nnc(CNC(=O)c3ccccc3F)n2C)s1 (stereo not drawn) | -7% | 3% | -4%
COCC(=O)N(C)C[C@H]1N[C@@](C)(C(=O)OC)[C@H]2C(=O)N(C)C(=O)[C@@H]12 | . | 1% | 9%
CN(Cc1ccccc1)Cc1ccccc1F | -24% | -6% | -26%
CC(=O)c1c(C)[nH]c(C(=O)CN2CCN(S(=O)(=O)c3ccc(C(C)C)cc3)CC2)c1C | . | 0% | 10µM*
O=C(O)[C@H]1CCCNC1 | -1% | 12%[56.1 µM] | -1%
Cc1ccc(C(=O)N2CCC(n3nccc3NC(=O)C3CCOC3)CC2)cc1 (stereo not drawn) | 3% | 4% | 6%
Cc1ccc(/C=C/C(=O)c2ccc([N+](=O)[O-])o2)cc1 | 2% | 0% | 2.1µM*
O=C(Nc1ccc(NC(=O)C2CCCCC2)nc1)c1ccco1 | 25% | -2% | -22%
CC(C)(C)OC(=O)C[C@@H]1C/C=C\C[C@H](CC(=O)NCCO)C(=O)N[C@@H](c2ccccc2)COC1=O | . | 0% | -23%
CC(=O)C1=C(O)CCC1=NCCc1ccccc1 | 6% | 4% | -10%
Cc1ccc(-c2ocnc2C(=O)N2CCN(C(=O)c3cccs3)CC2)cc1 | -7% | 4% | -6%
CCOC(=O)C1=CC[C@@H](c2cc3ccc(OC)cc3n2C)N(S(=O)(=O)c2ccc(C)cc2)[C@H]1C(=O)OCC | . | 1% | ?
COc1ccc(O)c(/C=N/NC(=S)NCCc2ccccc2)c1 | -5% | 5% | ?
CC(Nc1nc(-c2cccnc2)nc2ccccc12)c1ccc(F)cc1 (stereo not drawn) | ? | 9% | 18µM*
O=C1CN(C(=O)c2ccc(Br)o2)C(c2ccc(F)cc2)c2cc(Cl)ccc2N1 (stereo not drawn) | 1% | 3% | ?
CC1CCc2nc(NC(=O)CN3CCN(c4ccc(F)cc4)CC3)sc2C1 (stereo not drawn) | 5% | 12% | ?
CCOC(=O)N/N=C(\C)c1cccs1 | -2% | -2% | 0%
CCNCC(=O)N1c2ccccc2CCc2ccc(NC(=O)OCC)cc21 | 5% | . | ?
CCN(CC)CCNC(=O)CS(=O)Cc1nc(-c2ccc(C)cc2)oc1C (stereo not drawn) | 9% | -2% | -1%
Cc1cccc(C(=O)Nc2cccc(C(=O)N3CCOCC3)c2)c1 | . | 1% | -3%
CCCCn1c(N)c(N(CCC(C)C)C(=O)C(C)N2C(=O)c3ccccc3C2=O)c(=O)[nH]c1=O (stereo not drawn) | -10% | -9% | -2%
CCOc1ccccc1NC(=O)C1CCCN(S(=O)(=O)c2cccs2)C1 (stereo not drawn) | . | 1% | 23µM*

Record cards, as listed above.
O=C(Nc1ccc(NC(=O)C2CCCCC2)nc1)c1ccco1 in the list: N370S GC mod: 25%; TDP1 inh: -2%; DT40 TDP1 no CPT: -22%
CC(Nc1nc(-c2cccnc2)nc2ccccc12)c1ccc(F)cc1 (stereo not drawn) in the list: N370S GC mod: ?; TDP1 inh: 9%; DT40 TDP1 no CPT: 18µM*
CC(=O)c1c(C)[nH]c(C(=O)CN2CCN(S(=O)(=O)c3ccc(C(C)C)cc3)CC2)c1C in the list: N370S GC mod: .; TDP1 inh: 0%; DT40 TDP1 no CPT: 10µM*

(more compounds)
SMILES | N370S GC mod | TDP1 inh | DT40 TDP1 no CPT
O=C(NN=C1CCC(=NNC(=O)c2cccnc2)CC1)c1cccnc1 | 6% | 4% | 15%
CCC1CN(S(=O)(=O)c2cc(-c3cc(C)no3)ccc2OC)c2cc(Cl)ccc2O1 (stereo not drawn) | . | 0% | ?
Clc1ccc(N2CCN(/N=C/c3ccncc3)CC2)cc1 | -24% | -1% | ?
O=S(=O)(Nc1ccc(-n2cnnn2)cc1)c1ccc(Cl)cc1 | . | 1% | 1%
COc1ccccc1CNC(=O)c1c(O)nc2c(C)cccn2c1=O | . | 2% | ?
Cc1ccc(N2CC(NC(=O)Cc3ccc(F)cc3)CC2=O)cc1C (stereo not drawn) | . | 3% | ?
CCc1cccc(NC(=S)N(CCN(C)C)C2CCN(C(C)C)CC2)c1 | 2% | . | -23%
COc1ccc(OC)c(S(=O)(=O)NCCCn2ccnc2)c1 | -29% | -10% | 21%
CCOC(=O)Cc1cc(=O)n2[nH]c(C)c(-c3ccccc3OC)c2n1 | -15% | 8% | -7%
CC(C(=O)N1CCc2ccccc21)N1CCN(c2ccccn2)CC1 (stereo not drawn) | 4% | -1% | -15%
COC(=O)c1sccc1NC(=O)c1ccccc1[N+](=O)[O-] | 24% | 4% | ?
O=C(CSc1nc(=O)n(CCN2CCOCC2)c2c1CCCC2)Nc1ccc(F)cc1F | -9% | 6% | -2%
CN1C(=O)C(=O)/C(=C(/O)c2ccc(Br)cc2)C1c1ccccc1F (stereo not drawn) | -15% | . | 4%
CCCCCCCCSc1n[nH]c(N)n1 | -9% | -3% | 1%
CCOC(=O)Cc1csc(NC(=O)COc2ccc(C)cc2)n1 | 20% | 3% | ?
CCOC(=O)c1ccc(NC(=O)c2ccc(=O)n(Cc3cccc(C)c3)c2)cc1 | . | 3% | 16µM*
COC(=O)[C@]1(C)N[C@H](c2ccc(-c3ccccc3)cc2)[C@@H]2C(=O)N(C)C(=O)[C@@H]21 | -10% | -2% | ?
CCOc1ccc(/C=C/C(=O)Nc2sc3c(c2C(=O)OC)CCC3)cc1 | . | -9%[12.3 µM] | -8%
O=C(Nc1cc(C(F)(F)F)ccc1-n1cncn1)c1ccc(-c2ccccc2)cc1 | ? | 2% | ?
COc1ccc(/C=C2\Oc3cc(OCC(=O)N4CC(O)C[C@H]4C(=O)O)ccc3C2=O)cc1OC (stereo partly drawn) | -22% | . | 1%
O=C(NCCCn1ccnc1)Nc1cccc(Cl)c1 | 2% | 3% | -4%
O=C1c2ccc3c4c(ccc(c24)C(=O)N1NC(=O)C(F)(F)F)CC3 | 20% | . | -14%
Cc1c(Cl)ccc2sc(N3CCN(C(=O)CS(=O)(=O)c4ccccc4)CC3)nc12 | . | 5% | 4.1µM*
COc1cc(/C=C/C(=O)OCC(=O)NC2CC2)cc(S(=O)(=O)N2CCc3ccccc32)c1OC | -2% | -3% | -15%
Cc1ccc(C(=O)Nc2cccc3[nH]c(C(F)(F)F)nc23)cc1 | -14% | . | ?
CCC(=O)NC(Nc1sc2c(c1C(=O)OC)CCC2)C(Cl)(Cl)Cl (stereo not drawn) | 7% | 1% | 15µM*
CCCC(=O)Nc1cc(C)c(NC(=O)c2ccncc2)cn1 | 8% | -1% | -9%
CCOC(=O)c1ccc(NC(=O)CSc2nc3ccccc3c(=O)n2CCC(=O)NC2CCCCC2)cc1 | . | -2% | -10%
COc1cc(OC)c(N(C)S(=O)(=O)c2cccc(C(=O)OCC(=O)N3CCOCC3)c2)cc1Cl | . | 1% | ?
CC(C)Cc1cc(C(=O)Nc2cccnc2)no1 | 22% | 4% | -9%
O=C(COC(=O)c1sc2ccccc2c1Cl)NC1CCCCC1 | 7% | 0% | -21%
Cc1cc(=O)oc2cc(OCC(=O)N3CC[C@@]4(O)CCCC[C@H]4C3)c(Cl)cc12 | 4% | . | ?
CCOc1ccc(C(=O)N(Cc2ccc(C(C)C)cc2)Cc2ccco2)cc1 | . | -2% | 21µM*
N=c1c(C(=O)NCc2ccc(F)cc2)cc2c(=O)n3ccccc3nc2n1Cc1cccnc1 | 10% | 6% | -24%
Cc1nn(-c2ccccc2)c(C)c1C(=O)OCC(=O)Nc1ccccc1F | . | 0% | -18%
CS(=O)(=O)N(CC(=O)Nc1cccc([N+](=O)[O-])c1)c1ccccc1 | -3% | -2% | -20%
C#CCn1c(-c2cccs2)nc2ccccc21 | -28% | -6% | -2%
CCCCC(=O)Oc1c(S(=O)(=O)c2ccc(C)cc2)c(C)nn1C(C)(C)C | -1% | . | ?
CN(C)CCCCl | -5% | 4% | .
COc1ccc(C2=CC(=O)C[C@H](c3ccc(OC)cc3)C2)cc1 | . | -1% | ?
COc1cc(NC(=O)C(CC(C)C)NS(=O)(=O)c2ccc3c(c2)CCCC(=O)N3)cc(OC)c1 (stereo not drawn) | . | 3% | -6%
Cc1ccc(C(=O)OCC(=O)c2c(N)n(C)c(=O)n(C)c2=O)cc1S(=O)(=O)N1CCOCC1 | . | -8% | 2%
CCOc1ccc(N(CC)S(=O)(=O)c2ccc3c(c2)n(C)c(=O)c(=O)n3C)cc1 | -2% | 0% | -6%
O=C(NC1CCCC1)C(c1ccccc1)N(C(=O)c1csnn1)c1ccccc1F (stereo not drawn) | -1% | 6%[0.0935 µM] | -21%
CC1CCc2c(sc(NC(=O)C(=O)NCc3ccco3)c2C#N)C1 (stereo not drawn) | 0% | 2% | -7%
Cc1noc(NS(=O)(=O)c2ccc(N/C=C/C(=O)c3ccccc3)cc2)c1C | -3% | 6% | -7%
CC1CCCN(C(=O)C2CCN(c3ncnc4c3nc3n4CCCCC3)CC2)C1 (stereo not drawn) | -7% | 1% | 23µM*
COc1ccccc1NC(=O)C(C)Sc1nnc2ccc3ccccc3n12 (stereo not drawn) | . | -5% | ?
C/C(=C1/SC(N2CCOCC2)=NC1=O)c1ccc(Cl)cc1 | -11% | 1% | -22%
CN(C)Cc1c(O)ccc2c(=O)c(-c3ccccc3Cl)coc12 | 27% | . | -3%
O=c1[nH]c(SCc2ccc(Cl)cc2)nc2ccccc12 | 10% | -5% | -11%
O=C(CCC(=O)N(CC(=O)NC1CCCCC1)Cc1cccs1)Nc1nccs1 | -13% | . | 1%
Cc1cccc(-c2nc(CSCC(=O)NCCc3ccc(Cl)cc3)c(C)o2)c1 | . | 7% | ?
Cn1cc(/C=N/n2cnc3scc(-c4ccc(Cl)cc4)c3c2=O)c2ccccc21 | -9% | 3% | 0.82µM*
CC(C)N(C(=O)[C@H]1CC(CC(=O)NCCCn2ccnc2)C(=O)N2CCc3c([nH]c4ccccc34)[C@]12C)C(C)C (stereo partly drawn) | . | 3% | -12%
